# Compound activity (PubChem BioAssay)
# Hep lipid drop: hepatic lipid droplet formation modulation. AML12 mouse hepatocytes, oleate lipid droplets, BODIPY imaging. actives 0.4% (n = 240,000). inhibition, % at 6.5 µM. AID 1656;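 active = lipid droplet intensity inhibited by at least 50%, with more than 500 cells counted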
#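 Test system: AML12 hepatocytes (mouse); reagent: oleate loading, 100 µM; dosing: one dose, 6.5 µM compound; incubation: overnight exposure; signal: fluorescence imaging, 20x objective, two fields per well; read-out basis: % inhibition of corrected integrated BODIPY droplet signal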
# Insulin prom up: MIN6 insulin promoter up-regulation; MIN6 insulin promoter-GFP reporter, high-content imaging; hits give high values; z-score at 5 µM; actives 0.3% (n = 190,000);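 active = z-score above 3 at 5 µM with at least 500 cells counted in the well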
# b-catenin transl: beta-catenin nuclear translocation modulation; nuclear translocation activity, % at 5 µM; actives 0.3% (n = 190,000); HeLa beta-catenin nuclear translocation, immunofluorescence imaging; AID 1665;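 active = nuclear translocation activity above 50% at 5 µM, with a well cell count of 50 or more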;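 also: per-cell ratio of nuclear to cytoplasmic median beta-catenin stain intensity; plate controls were DMSO negative control for no effect and GSK-3 inhibitor IX positive control for full effect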
#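 Assay system: human HeLa cells, native beta-catenin; doses: 5 µM primary, 0.02–20 µM confirmation; incubation: compound treatment 24 h, 37°C, 5% CO2; technique: fluorescence imaging of beta-catenin antibody stain plus DAPI; measure: % activation, nuclear-to-cytoplasmic median beta-catenin signal ratio per cell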
# CSM14.1 death rescue: rescue of cells from ER stress-induced death, primary screen, 384-well, CSM14.1, thapsigargin, ATP luminescence (AID 1222); cellular ATP content (survival), % at 20 µM; hits with a dose series show EC50 in µM; CSM14.1 thapsigargin-induced death rescue, ATP luminescence; higher % means a stronger effect; 190,000 tested, under 10 active;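 active = EC50 below 50 µM in the dose-response confirmation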;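 also: death triggered by thapsigargin at about 15 µM added after 2 h compound pretreatment; cell ATP read after overnight thapsigargin exposure of roughly 18 to 22 hours; normalized against plate controls of thapsigargin alone and 5% DMSO vehicle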
# MT stabilizer: stabilizes microtubules in HeLa cells; % tubulin-high responders, % at 10 µM; actives 0.83% (n = 200,000); AID 2205; HeLa tubulin immunostaining HCS, 24 h; share of cells brighter than vehicle mean+2SD;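 active = plate Z-score above 3 for both tubulin-high and condensed-nucleus cell shares, with cell loss under 80%, at 10 µM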;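 also: anti alpha tubulin signal scored within the nucleus-defined area of each cell; some results filed as inactive read as strong as hits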
# Autophagy mod: autophagy modulation, high-content screen. calls only at 10 µM (by protocol). actives 0.98% (n = 190,000). MEF GFP-LC3 puncta imaging; test concentration mostly 10 µM;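 active = percentage of spot-positive cells more than 3 SD above its plate mean, without a fluorescence outlier flag or 80% toxicity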;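 also: spot-positive cell cutoff set from DMSO-treated cells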
# WT yeast gro inh: growth inhibition of WT yeast, mitochondrial fusion screen. mitochondrial fusion phenotypic screen, WT strain. inhibition, % at 10 µM. actives 2.1% (n = 190,000). AID 1362; in the data active = inhibition above about 58%; tested in S. cerevisiae
# XIAP displacement: XIAP antagonists, biochemical, IAP family, fluorescence polarization (AID 1018); XIAP BIR domain, fluorescence polarization peptide displacement; higher % means a stronger effect; displacement, % at 20 µM, or IC50 in µM where a hit was titrated; actives 0.007% (n = 200,000); in the data active = displacement above about 50%; also: a part of the inactive calls stands beside numbers as strong as those of hits
# Dynein cargo inh: dynein cargo transport inhibition. z-score, hits read low. actives 0.47% (n = 220,000). 3617.4 mouse cells, GR-EGFP nuclear translocation imaging; test concentration mostly 20 µM; stimulated with dexamethasone, 1 µM; hits give low values;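 active = plate z-score of nuclear minus cytoplasmic receptor signal below a set negative limit, without overly bright fluorescence or cell loss, cut at about -3.5 in these data, passing the limit was not always enough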;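 also: z-score of nuclear minus cytoplasmic ring GR-EGFP intensity difference per well; some compounds called inactive have numbers as strong as hits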
#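 medium = tetracycline-free induction medium containing charcoal-stripped FBS | probe or stimulus = dexamethasone, 1.0 µM final | timing = 48 h induction, then 1 h compound, then 30 min agonist, 37 °C | detection = automated 10x imaging of fixed Hoechst-stained cells | read-out basis = nuclear versus cytoplasmic GR-EGFP signal, averaged per well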
# WT yeast gro inh mutant strain: also measured in WT yeast gro inh; calls as there; inhibition, %; mitochondrial fusion phenotypic screen, mutant strain inhibition
# Dynein cargo inh cytoplasmic EGFP: recorded beside Dynein cargo inh, whose call it bears; z-score; measured here: cytoplasmic GR-EGFP intensity; hits give high values
# Dynein cargo inh nuclear GR-EGFP: further read-out of Dynein cargo inh, marked with its call; z-score; measured here: nuclear GR-EGFP intensity;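 lower value marks the stronger effect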
# Dynein cargo inh cell count: recorded beside Dynein cargo inh, whose call it bears; z-score; measured here: cell count per field
# Insulin prom up cell count: recorded beside Insulin prom up, whose call it bears; cell count; measured here: cytotoxicity, nuclei count;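 total cells summed across four imaged fields per well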
# Hep lipid drop cells 6.5 µM: second read-out of Hep lipid drop, no call of its own (marks repeat the call); cell count; measured here: cell count, cytotoxicity flag;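 cells counted across two imaged fields per well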
# b-catenin transl cell count 5 µM: recorded beside b-catenin transl, whose call it bears; cell count; measured here: cell count, cytotoxicity flag
# MT stabilizer Hoechst-high %: further read-out of MT stabilizer, marked with its call; % Hoechst-high responders; measured here: nuclear condensation Hoechst responders;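 share of cells brighter than vehicle mean plus two SD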
# MT stabilizer cytotoxicity %: further read-out of MT stabilizer, marked with its call; toxicity, %; measured here: cytotoxicity by cell density;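 0% = mean cell density of plate MIN control wells and 100% = no cells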
# Autophagy mod cell loss 18 h: further read-out of Autophagy mod, marked with its call; toxicity, %; measured here: cell loss, nuclei count;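 cell loss after 18 h compound exposure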
# * = called active by the depositor; i = inactive; · = no result given.
# Start of the data: the first 2 records, to show the layout:
smiles	Hep lipid drop	Hep lipid drop cells 6.5 µM	Insulin prom up	Insulin prom up cell count	b-catenin transl	b-catenin transl cell count 5 µM	CSM14.1 death rescue	MT stabilizer	MT stabilizer Hoechst-high %	MT stabilizer cytotoxicity %	Autophagy mod	Autophagy mod cell loss 18 h	WT yeast gro inh	WT yeast gro inh mutant strain	XIAP displacement	Dynein cargo inh	Dynein cargo inh cytoplasmic EGFP	Dynein cargo inh nuclear GR-EGFP	Dynein cargo inh cell count
Cc1cc2c(cc(C(=O)N3CCC(C(=O)N4CCCC4)CC3)n2Cc2c(F)cccc2Cl)o1	·	·	-1.1	865	·	·	2.9%	4.4	2.0	5.4	i	4	-11	1	-2.6%	-1.2	-0.087	-0.67	0.21
O=C(O)c1ccc(N2CC3CC(C2)c2cccc(=O)n2C3)c(NS(=O)(=O)c2cccc(C(F)(F)F)c2)c1 (stereo not drawn)	19	720	-0.2	1373	-0.8	1113	-4.6%	4.7	2.4	5.1	i	22	11	3	-3.4%	-0.49	-0.3	-0.17	0.7

# All compounds of this part, previewed entries included:
smiles	Hep lipid drop	Hep lipid drop cells 6.5 µM	Insulin prom up	Insulin prom up cell count	b-catenin transl	b-catenin transl cell count 5 µM	CSM14.1 death rescue	MT stabilizer	MT stabilizer Hoechst-high %	MT stabilizer cytotoxicity %	Autophagy mod	Autophagy mod cell loss 18 h	WT yeast gro inh	WT yeast gro inh mutant strain	XIAP displacement	Dynein cargo inh	Dynein cargo inh cytoplasmic EGFP	Dynein cargo inh nuclear GR-EGFP	Dynein cargo inh cell count
Cc1cc2c(cc(C(=O)N3CCC(C(=O)N4CCCC4)CC3)n2Cc2c(F)cccc2Cl)o1	·	·	-1.1	865	·	·	2.9%	4.4	2.0	5.4	i	4	-11	1	-2.6%	-1.2	-0.087	-0.67	0.21
O=C(O)c1ccc(N2CC3CC(C2)c2cccc(=O)n2C3)c(NS(=O)(=O)c2cccc(C(F)(F)F)c2)c1 (stereo not drawn)	19	720	-0.2	1373	-0.8	1113	-4.6%	4.7	2.4	5.1	i	22	11	3	-3.4%	-0.49	-0.3	-0.17	0.7
O=[N+]([O-])c1cccc(S(=O)(=O)Nc2ccc(Cc3ccncc3)cc2)c1	0	706	-0.1	1009	0.9	1301	·	·	·	·	·	·	·	·	·	-0.3	-0.23	-0.015	0.63
COC(=O)C1=C(CN2CCSCC2)NC(=O)NC1c1cc(C)ccc1C (stereo not drawn)	-6	654	-1.3	554	-0.1	1088	-2.4%	2.5	0.9	11	i	2	7	2	-2.6%	0.25	-0.22	0.32	-0.037
N#Cc1cc(-c2ccccc2)cnc1Sc1ccc(Cl)cc1	·	·	0.33	1360	2.4	1425	-2.0%	2.8	2.1	0.8	i	-37	-7	8	0.1%	-0.6	-0.16	0.25	0.014
C=CCNC(=O)CN1C(=O)C2C3c4ccccc4C(c4ccccc43)C2C1=O (stereo not drawn)	0	663	0.81	1074	-4.8	1073	·	9.1	1.2	7.8	i	2	-4	10	-9.7%	-0.33	-0.39	-0.15	1.2
O=C(/C=C/c1ccccc1Cl)N1CCCN(C(=O)/C=C/c2ccccc2Cl)CC1	2	680	1.1	1649	-1.6	1115	-1.8%	2.8	3.5	11	i	13	18	7	-12%	-0.21	-0.22	-0.18	-0.06
Cc1ccc(N2C(=O)N(CC(=O)Nc3ccc(C)c(C)c3[N+](=O)[O-])C(=O)C2C)cc1 (stereo not drawn)	8	684	0	1346	-3.5	1108	-0.3%	5.7	1.4	11	i	6	-12	8	-7.1%	-0.69	-0.31	-0.0051	1.5
C=CCCCCCCCCc1nc(=S)[nH][nH]1	9	760	·	·	-8.3	1182	-3.6%	1.0	2.0	8.8	i	0	75*	48*	-0.5%	-0.84	-0.43	-0.35	0.87
Nc1nc(Nc2ccccc2)nc(NCCO)c1[N+](=O)[O-]	2	794	-0.4	1088	0.9	1256	·	·	·	·	·	·	·	·	·	0.64	-0.3	-0.045	-0.13
Cc1nc(Cl)sc1C(=O)O	·	·	2.2	1037	-1.7	741	-0.7%	5.0	3.0	4.2	i	13	-57	-17	-6.6%	1.8	-0.14	1.6	-2
O=S(=O)(Nc1ccc(Oc2ncccn2)c(Cl)c1)c1ccc(Cl)cc1	-9	762	-0.42	861	-0.4	1002	-0.8%	3.7	2.2	7.8	i	2	-5	-9	-8.3%	-0.47	-0.034	-0.31	0.79
CCN1CC2([N+](=O)[O-])C=CC(=O)C([N+](=O)[O-])(C1)C2CC(=O)c1ccccc1 (stereo not drawn)	7	759	-0.41	983	-0.2	1182	7.2%	1.2	1.7	8.0	i	8	0	-9	-2.6%	-0.54	-0.019	-0.16	0.034
Cc1nc(-c2ccc(NC(=O)C3CCCCC3)cc2)cs1	16	768	0.08	797	1.9	1103	1.5%	1.3	0.7	4.3	i	-11	0	5	-2.9%	0.34	-0.19	0.42	0.13
COc1cc(C2c3c(-c4ccccc4O)n[nH]c3C(=O)N2Cc2ccco2)cc(OC)c1OC (stereo not drawn)	-4	775	0.02	1147	0.8	1268	·	·	·	·	·	·	·	·	·	-0.75	-0.27	-0.052	1.2
COc1ccc2[nH]c(C)c(CCNC(=S)Nc3cccc(C)c3C)c2c1	-13	696	1.3	1238	-3.0	508	-2.7%	2.7	2.7	8.3	i	15	18	-6	-9.9%	-0.76	-0.27	0.31	0.57
Cc1ccc(OCC(=O)Nc2ccc3c(c2)OCCO3)cc1C	15	719	-0.97	1233	-2.1	1104	-1.4%	1.4	2.2	5.9	i	10	9	3	-5.8%	-0.61	-0.32	-0.21	0.62
CCn1c(C)cc(C=C2C(=O)c3ccccc3C2=O)c1C	2	710	0.74	1438	-0.1	1511	-3.3%	2.3	1.7	0.4	i	-11	-10	-3	-9.9%	0.66	-0.16	0.53	-0.47
O=C(NNS(=O)(=O)c1ccccc1[N+](=O)[O-])c1cccc(Cl)c1	-5	720	0.11	1258	·	·	-3.7%	1.6	3.4	3.7	i	-5	-13	-8	-4.5%	-0.99	-0.32	-0.49	0.82
Cc1nc(C(=O)Nc2ccc(Cl)cc2Cl)nn1-c1cc(OC(C)C)c(Cl)cc1Cl	·	·	·	·	·	·	3.3%	0.7	1.4	9.6	i	-3	56	13	1.4%	-0.23	-0.22	-0.43	-0.017
CC(C)C(=O)Nc1ccnc(-c2cccnc2)n1	·	·	·	·	·	·	-1.6%	1.6	1.2	5.6	i	-7	8	7	-1.0%	-0.34	-0.21	-0.48	0.55
COc1ccc(-c2noc(-c3cc(Cl)ccc3Cl)n2)cc1OC	-9	608	·	·	0.3	1043	0.9%	2.3	2.3	7.1	i	1	40	-4	-3.1%	0.38	-0.2	0.063	0.15
CN(Cc1ccccc1)S(=O)(=O)c1cn(C)cn1	7	777	-0.05	1396	0.5	1122	·	·	·	·	·	·	·	·	·	-1.2	-0.26	-0.78	0.99
COC(C(=O)NC(C(C)C)C(C)C)c1ccccc1 (stereo not drawn)	7	632	0.1	1271	-5.5	596	-8.1%	2.2	2.4	7.3	i	-4	-8	19	-5.1%	-0.83	-0.24	-0.27	1.2
O=C(c1cnccn1)N(Cc1ccco1)C1(C(=O)NC2CCCCC2)CCCCC1	-12	780	·	·	·	·	0.4%	2.3	1.8	5.3	i	2	-11	-9	-8.2%	-0.49	-0.16	-0.053	0.47
Cc1ccc(C(C)C)cc1OCCOCCN1CCCC1	·	·	-1.1	916	·	·	-0.7%	1.9	1.8	13	i	3	11	28	3.2%	3.1	-0.34	0.9	-0.31
CCOC(=O)C1CCN(c2ncnc3nc[nH]c23)CC1	-5	701	-1.1	1572	-2.3	1159	·	2.0	1.3	5.1	i	17	-5	-15	-5.2%	-0.18	-0.18	0.013	-0.071
O=C(CC1CCCC1)Nc1ccc2c(c1)CCC2	·	·	-0.01	1567	2.1	1328	2.4%	2.5	2.7	8.3	i	6	5	10	-2.8%	-1.1	-0.2	-1.3	-0.38

# Limited to Insulin prom up and Dynein cargo inh cytoplasmic EGFP, for some of the entries so far:
structure | Insulin prom up | Dynein cargo inh cytoplasmic EGFP
O=C(CC1CCCC1)Nc1ccc2c(c1)CCC2 | -0.01 | -0.2
C=CCNC(=O)CN1C(=O)C2C3c4ccccc4C(c4ccccc43)C2C1=O (stereo not drawn) | 0.81 | -0.39
